Compound activity: PubChem BioAssay, several laboratories
E coli growth: bacterial growth inhibition, counter-screen for AddAB inhibitors | E. coli V3065 growth, OD600 absorbance, 18 h | inhibition, % at 11.9 µM | hit rate 0.27% among 330,000;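 active = inhibition above the campaign's mean inhibition across all tested compounds plus 3 SD, cut at about 9.9% in these data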;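 also: uninfected addAB+ strain grown without phage in ampicillin broth; 0% = DMSO wells and 100% = ciprofloxacin 0.95 µg/ml wells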
SR-BI DiI inh: mouse SR-BI HDL lipid transfer inhibition | Q61009 | ldlA[mSR-BI] CHO cells, DiI-HDL uptake fluorescence, 3 h | inhibition, % at 12.5 µM | hit rate 0.96% among 320,000;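 active = mean replicate inhibition of at least 70% and a set share of replicates each scoring 70 or more; inconclusive = meets just one of the two criteria; inactive = fails both criteria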;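 also: 0% = median of neutral control wells and 100% = median of positive control wells; values of inactives mirror those of a sister screen read the other way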
Target sequence (Q61009 whole entry, looked up): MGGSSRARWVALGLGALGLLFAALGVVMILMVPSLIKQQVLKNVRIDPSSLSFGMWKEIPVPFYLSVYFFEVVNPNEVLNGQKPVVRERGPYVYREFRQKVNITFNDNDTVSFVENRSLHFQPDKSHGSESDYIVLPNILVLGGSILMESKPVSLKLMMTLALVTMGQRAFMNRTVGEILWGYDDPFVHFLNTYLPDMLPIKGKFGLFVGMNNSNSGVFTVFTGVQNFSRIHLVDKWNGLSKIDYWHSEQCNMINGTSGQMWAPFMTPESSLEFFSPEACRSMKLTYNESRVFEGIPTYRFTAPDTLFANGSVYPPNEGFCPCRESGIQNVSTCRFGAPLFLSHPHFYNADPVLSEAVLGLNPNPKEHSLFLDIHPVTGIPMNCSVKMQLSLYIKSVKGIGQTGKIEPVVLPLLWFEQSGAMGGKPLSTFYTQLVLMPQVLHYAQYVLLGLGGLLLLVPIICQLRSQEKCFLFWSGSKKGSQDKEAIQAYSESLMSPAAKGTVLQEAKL
MITF act: activators of MITF-driven TRPM1 promoter activity in SK-MEL-5 cells | SK-MEL-5 TRPM1-promoter luciferase, 24 h; % of positive control, neutral wells = 0 | activation, % at 12.5 µM | hit rate 0.75% among 300,000 | AID 588334;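 active = mean activation of at least 80% with every replicate also reaching 80%; inconclusive = mean reaches 80% but some replicate falls short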;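 also: 0% = neutral control wells and 100% = parthenolide positive control wells; values of inactives mirror those of a sister screen read the other way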
phage Ecoli inh: E. coli growth loss with phage present; growth absorbance; inhibition, % at 11.9 µM; hit rate 0.26% among 360,000; in the data active = inhibition above about 11%
CAL PDZ FP-1: blocks peptide binding to the human CAL PDZ domain. inhibition, % at 24.9 µM. Q9HD26. purified CAL PDZ, TMR-peptide fluorescence polarization, 1 h. AID 602252. hit rate 0.92% among 300,000;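 active = mean inhibition of at least 30% with at least half of replicates also reaching 30%; inconclusive = no clear call, values can overlap the other calls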;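 also: 0% = DMSO neutral control and 100% = excess unlabeled competitor peptide PRC23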
CAL PDZ FP-2: inhibitors of human CAL PDZ peptide binding | purified CAL PDZ, TMR-peptide fluorescence polarization, 1 h | inhibition, % at 20 µM | AID 504414 | Q9HD26 | hit rate 0.02% among 330,000;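 active = highest replicate inhibition of at least 40%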;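 also: plate controls were DMSO neutral control wells for no effect and unlabeled competitor peptide control wells for full effect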
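System: purified tagged CAL PDZ domain construct (CerCALP). Schedule: 1 h incubation at room temperature before polarization reading. Medium: 25 mM sodium phosphate pH 7.4, 150 mM NaCl, TCEP, IgG, Thesit. Read-out: percent inhibition from loss of millipolarization. Measured by: FP readout, S and P plane fluorescence. Probe or stimulus: fluorescent TMR peptide probe.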
SR-BI DiI-HDL act: enhances SR-BI lipid uptake from DiI-HDL | CHO ldlA[mSR-BI] cells, DiI-HDL uptake fluorescence, 3 h; 100 = double the neutral-control signal | hit rate 0.096% among 320,000 | activation, % at 12.5 µM;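 active = mean replicate activation of at least 60% and every replicate at or above 60%; inconclusive = mean or all-replicate condition met, but not both; inactive = mean below 60% and not all replicates reaching 60%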;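 also: 0% = median plate neutral-control signal and 100% = twice that signal; values of inactives mirror those of a sister screen read the other way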
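Assay system: CHO ldlA[mSR-BI] cells, LDL receptor-null, SR-BI overexpressing; medium: Ham's F12 with 0.5% BSA, HEPES 25 mM, pH 7.4; also added: DiI-HDL 10 µg/mL; timing: 3 h uptake period with compound, 37 °C; signal: DiI fluorescence, bottom read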
AddAB inh: less growth of phage-infected E. coli with AddAB | E. coli expressing H. pylori AddAB, absorbance growth | inhibition, % at 11.9 µM | hit rate 0.29% among 330,000 | AID 435030; in the data active = inhibition above about 12%;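 also: 0% = vehicle wells of infected cells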
Wnt act: activates Wnt/beta-catenin signaling in a reporter cell assay. activator, plate reader. activation, % at 9.35 µM. hit rate 1.2% among 300,000. AID 743398; in the data active = activation above about 30%, passing the limit was not always enough; inconclusive = no clear call, values can overlap the other calls;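 also: 0% = neutral control wells and 100% = positive control wells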
Tat export inh: blocks Tat-dependent protein export in E. coli; E. coli MC4100 TorA-mCherry Tat export, fluorescence; inhibition, % at 10 µM; hit rate 0.036% among 340,000; AID 488895;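 active = mean replicate inhibition at least 50% and at least half of replicates individually reaching 50%; inconclusive = only one of the two criteria met; inactive = neither criterion met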;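 also: exported cargo escapes ClpAP degradation while cytoplasmic cargo is degraded and loses fluorescence; 0% = median of neutral control wells and 100% = median of NaSCN control wells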
Starred values were filed as active, the others as inactive; u = inconclusive; x = no result given. No enrichment for hits. Share with any hit: about 3.6%.

SMILES	E coli growth	SR-BI DiI inh	MITF act	phage Ecoli inh	CAL PDZ FP-1	CAL PDZ FP-2	SR-BI DiI-HDL act	AddAB inh	Wnt act	Tat export inh
O=C(CSc1nnc(CNC(=O)c2ccccc2)o1)NCc1ccc(F)cc1	0.2	-23	-2	1.5	-3	-2.1	23	-0.2	-2	7
Cc1ccc(CN2CCN(Cc3ccc(OCCO)cc3)CC2CCO)o1 (centres undefined)	3.5	x	0	1.5	-4	-3.1	x	0.9	-1	6
CC(c1ccccc1)N1CCN(C(=O)CCl)CC1 (centres undefined)	-0.8	-9	-28	1.4	4	31	9	4.2	0	4
CC(=O)N1CCc2ccc(NC(=O)c3c(-c4c(Cl)cccc4Cl)noc3C)cc21	-1.6	-1	5	-1.0	-1	-0.3	1	-1.4	-2	-10
CCC(=O)c1ccc(OCC(=O)Nc2cc(S(=O)(=O)N3CCCCC3)ccc2N2CCN(CC)CC2)cc1	0.6	14	21	5.7	-1	-1.7	-14	-1.0	-6	1
O=C(NCCOc1ccccc1)C1CCC(=O)N(CCc2ccc(Cl)cc2)C1 (centres undefined)	-1.6	14	5	0.5	-4	-1.7	-14	-2.2	1	-4
Cc1cccc(N2CC(O)(c3cccs3)[N+]3=C2CCCCC3)c1 (centres undefined)	-0.4	-32	0	1.3	2	-0.5	32	5.6	-2	-4
COC(=O)C1=CN(Cc2ccccc2)C=C(C(=O)OC)C1c1cc(F)ccc1F	-0.5	-2	-3	-0.9	-4	-2.0	2	-2.5	2	13
Cc1ccc(-c2csc3ncnc(N4CCN(Cc5ccccc5)CC4)c23)cc1	-0.8	40	x	3.0	-3	-0.7	-40	0.8	-1	-4
O=C(CCC(=O)NC1CCCCC1)Nc1cccnc1	-1.4	-19	8	0.9	-3	0.6	19	-1.1	-2	-8
C#CCOCCOCCOCCNc1nc(N2CCOCC2)nc(N2CCN(C(=O)[C@H](CCCN=C(N)N)n3cc(C(N)[C@@H](C)CC)nn3)CC2)n1 (some centres undefined)	-0.5	-33	5	5.5	-1	0.3	33	0.2	-3	-2
CC(=O)Nc1ccc(NC(=O)Nc2cccc(C)c2C)cc1	0.3	7	1	4.4	7	-0.1	-7	2.3	-2	-2
CC(=O)c1sc(NC(=O)c2ccc(F)c(S(=O)(=O)N3CCOCC3)c2)nc1C	1.8	-12	-3	0.1	-1	0.0	12	-0.3	-2	0
CCCCN(C)C(=O)c1nc2ccccn2c1CN1CCSCC1	0.6	x	3	2.7	2	-2.2	x	-2.0	1	0
O=C(CCc1ccccc1)N1CCN(c2ccc([N+](=O)[O-])cc2)CC1	2.5	18	2	2.8	x	-1.4	-18	0.5	1	-1
COC(=O)N/N=C/c1ccc(OC(=O)c2ccco2)c(OC)c1	0.2	9	x	-0.8	x	-2.6	-9	5.9	-3	-3
Cc1ccc(NC(=O)COC(=O)Cn2c(C)csc2=O)cc1	-2.3	x	x	2.0	-2	-0.3	x	5.5	-2	-7
CCc1ccc(-c2cc(C(=O)N3N=C(C(F)F)CC3(O)C(F)F)c3ccccc3n2)cc1 (centres undefined)	-2.1	23	27	3.0	-2	-2.2	-23	-3.2	0	15
COC(=O)C1=C(NC(=O)C(C)(C)C)CCS1	-0.5	14	6	2.1	20	-2.2	-14	0.9	x	4
CCCCN=C1NN=C(c2ccc(C)c(C)c2)CS1	0.5	47	57	1.4	3	-0.7	-47	0.7	11	-1
Cc1nc(N2CCCCC2)c2c(C)c(C(=O)Nc3ccc4c(c3)OCCO4)sc2n1	-1.4	77*	2	1.2	1	-2.0	-77	2.4	0	6
CCOc1ccc(S(=O)(=O)N2CCN(C(=O)c3cc([N+](=O)[O-])ccc3N3CCOCC3)CC2)cc1	-1.2	13	8	1.6	-5	-0.9	-13	-2.0	-2	-3
CN(CC(=O)NC(=O)NC1CCCCC1)CC(=O)Nc1ccc(Cl)cc1	-0.5	-3	0	2.7	3	0.6	3	0.9	-4	4
COc1ccc(Br)cc1-c1nc(CCl)cs1	-0.8	3	-6	3.8	-5	-2.4	-3	5.1	0	-9
Cn1c(SCCOc2cccc(Cl)c2)nnc1-c1ccncc1	0.5	21	2	3.7	-3	-1.8	-21	3.2	x	-2
O=C(c1cccc(S(=O)(=O)N2CCCC2)c1)N1CCN(S(=O)(=O)c2cccc(Cl)c2)CC1	x	49	5	1.4	x	-0.1	-49	x	0	2
Cc1noc(C)c1CSc1nc2[nH]ncc2c(=O)n1-c1ccccc1	-2.3	8	-12	-0.9	3	-2.5	-8	1.5	x	1
O=C(CCNC(=O)c1ccccc1Cl)Nc1ccc(Br)c(C(F)(F)F)c1	-0.9	-5	5	2.5	-2	-1.4	5	5.5	-2	-2
COC(=O)C1C(=O)C2=C(CC1C)Nc1ccccc1NC2c1cccs1 (centres undefined)	-3.0	-19	-1	3.1	-5	-1.8	19	-1.1	-1	5
O=C(CS(=O)(=O)Cc1ccccc1)Nc1cccnc1	1.2	1	-11	3.3	-4	-0.2	-1	3.5	-1	-4
COc1ccc(-n2c(SCC(=O)N3CCCCC3C)nnc2-c2cccnc2)cc1 (centres undefined)	-0.3	-117	3	1.6	1	-0.5	117*	-3.0	x	-3
Cc1cc(C)cc(NC(=O)c2cnn(-c3ccccc3)c2C2CCNCC2)c1	-2.5	-27	-4	4.4	0	-3.1	27	-2.5	-1	2
CC(C)(C)/C=N/NC(=O)C1CC1	-0.2	-11	x	3.8	-11	-0.6	11	0.8	1	2
Cc1nc2c3ccccc3[nH]c(=O)n2n1	1.0	14	x	2.3	-1	-2.0	-14	1.7	x	-6
CC(=O)Nc1cccc(Oc2ccc([N+](=O)[O-])cc2Cl)c1	-1.8	2	16	1.9	-2	-1.1	-2	0.5	0	-2
C/C(=C1/SC(N2CCOCC2)=NC1=O)c1ccc(Cl)cc1	-0.7	5	-10	1.6	1	-3.0	-5	0.1	x	6
Cc1cccc(NC(=O)CSc2nnc(-c3ccco3)o2)c1	0.2	-6	-1	x	-3	0.0	6	0.7	x	-2
CCOC(=O)C1=C(c2ccccc2)OC(N)=C(C#N)C1c1cccs1 (centres undefined)	-0.2	-5	-2	0.2	-3	0.0	5	-0.3	x	-3
Cc1ccc(S(=O)(=O)N2CCN(C(=O)COC(=O)COc3cccc4c3OC(C)(C)C4)CC2)cc1	0.5	1	-5	-8.1	x	-1.9	-1	-0.3	0	-1
CN1CCN(S(=O)(=O)c2cccc(C(=O)NCc3ccccc3Cl)c2)CC1	2.9	4	3	1.4	-2	-1.1	-4	1.0	-1	2
C=C(C)CNC(=S)N/N=C\c1ccc2c(c1)OCO2	1.8	-24	3	1.1	-2	-0.2	24	0.2	11	2
CCN(CC)c1ccc(/C=N/NC(=O)CC(C)C)cc1	1.3	-9	21	2.1	0	-1.6	9	3.0	-2	23
O=C(CCc1ccccc1)Nc1cccc(S(=O)(=O)N2CCOCC2)c1	0.8	54	12	2.8	4	0.0	-54	-1.5	0	3
CCN(CC)C(c1ccc(C)cc1)c1nnnn1C1CCCCC1 (centres undefined)	-0.1	-17	x	0.8	4	-0.3	17	1.5	x	0
COc1ccc(CCNC(=O)Cn2nnc(-c3cccs3)n2)cc1OC	3.6	-2	-10	3.9	-5	0.1	2	4.0	0	-13
Cc1ccc(C)c(OCc2nnc(NC(=O)c3ccc4c(c3)OCO4)s2)c1	1.9	x	3	1.8	x	-1.0	x	0.4	-1	-1
Cc1ccc(Sc2nc(-c3ccccc3)nnc2C(F)(F)F)cc1	-0.4	u	x	0.9	-3	-0.7	-70	3.7	x	-5
CC(=O)c1ccc(N2CCN(CC(=O)NC(=O)NCc3ccccc3)CC2)cc1	0.3	-4	2	1.1	-2	-2.7	4	0.1	-2	-5

Reformatted with values under each structure: 3 of the compounds above.
Order of values: E coli growth, SR-BI DiI inh, MITF act, phage Ecoli inh, CAL PDZ FP-1, CAL PDZ FP-2, SR-BI DiI-HDL act, AddAB inh, Wnt act, Tat export inh
- CN1CCN(S(=O)(=O)c2cccc(C(=O)NCc3ccccc3Cl)c2)CC1
 : 2.9, 4, 3, 1.4, -2, -1.1, -4, 1.0, -1, 2
- C=C(C)CNC(=S)N/N=C\c1ccc2c(c1)OCO2
 : 1.8, -24, 3, 1.1, -2, -0.2, 24, 0.2, 11, 2
- CCN(CC)c1ccc(/C=N/NC(=O)CC(C)C)cc1
 : 1.3, -9, 21, 2.1, 0, -1.6, 9, 3.0, -2, 23

(cont.)
SMILES	E coli growth	SR-BI DiI inh	MITF act	phage Ecoli inh	CAL PDZ FP-1	CAL PDZ FP-2	SR-BI DiI-HDL act	AddAB inh	Wnt act	Tat export inh
COc1ccccc1C(=O)NC(=O)COC(=O)CNC(=O)c1ccc(Cl)cc1Cl	-0.4	-5	4	-0.5	-1	-1.5	5	-1.0	-5	0
c1csc(-c2ccc(N3CCOCC3)nn2)c1	0.7	-7	1	2.6	-3	-1.1	7	0.9	34*	4
Cc1sc(NC(=O)c2ccccc2F)c(CN2CCCCC2)c1C	4.4	10	18	2.3	-3	0.5	-10	3.7	x	-1
Nc1n[nH]c2ccccc12	-1.1	-49	7	9.1	3	-0.8	49	3.8	0	-2
CC1(C)NC(=O)N(CCCCOc2ccc3ccccc3c2Cl)C1=O	0.7	41	47	2.2	x	-1.1	-41	3.6	x	16
O=S(N1CCc2ccccc21)C12CC3CC(CC(C3)C1)C2 (centres undefined)	0.8	-38	-2	0.3	-3	-0.5	38	-1.2	2	2
CCNc1nc(NCC)n2c(SCC(=O)c3ccccc3F)nnc2n1	1.9	5	-15	4.2	x	-0.6	-5	-0.2	-1	0
NNc1nc2c(F)cccc2s1	-0.9	-12	5	2.9	-5	-1.2	12	-0.7	22	-2
CCNc1nc(C)nc2c1oc1ccccc12	-3.1	-23	13	0.6	6	x	23	0.1	x	6
COc1ccc(NC(=O)c2ccccc2N(Cc2ccccc2)S(C)(=O)=O)c(OC)c1	-3.4	-10	x	1.0	-3	0.5	10	-1.9	-1	5
O=C(N/N=C/c1ccco1)c1ccc(NC(=O)c2ccccc2Cl)cc1	0.8	62	-11	3.4	-3	-1.0	-62	4.7	-1	-1
CC1CCCC(NS(=O)(=O)c2cccc3nsnc23)C1C (centres undefined)	0.2	8	7	2.3	-2	-1.0	-8	4.9	0	-2
CCOC(=O)C1CCN(c2c(NCCN3CCN(c4ccccc4)CC3)c(=O)c2=O)CC1	2.6	-6	7	3.3	x	0.5	6	3.7	-1	-8
COC(=O)c1[nH]c2cccc(Cl)c2c1NC(=O)CN1CCCCC1C (centres undefined)	0.1	-7	-4	0.1	-7	-2.0	7	-0.8	-5	-4
O=C(CNS(=O)(=O)c1ccc(Cl)cc1)NC1CCCCC1	-0.5	11	2	-0.4	-2	0.1	-11	1.3	-1	-2
